High-throughput results as filed in PubChem.
GPR55 antagonists: inhibition of LPI-stimulated GPR55 beta-arrestin translocation – imaging, U2OS, beta-arrestin-GFP, LPI agonist, primary screen (AID 2013) | U2OS GPR55 beta-arrestin-GFP translocation imaging, LPI antagonism; higher % means a stronger effect | inhibition, % at 10 µM, or IC50 in µM where a hit was titrated | 0.13% of 290,000 active;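 active = spots per cell inhibited over 60%, with over 100 cells counted and total cytoplasm intensity under 500,000; inconclusive = wells with under 100 cells, flagged as likely toxic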;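 note: U2OS cells stably carrying GPR55 and arrestin-GFP stimulated by 5 µM LPI near EC80; imaged beta-arrestin-GFP aggregate spots per cell after agonist stimulation; plate controls were LPI-stimulated DMSO wells for no effect and DMSO wells without LPI for full effect; some results filed as inactive read as strong as hits; confirmed hits need IC50 under 10 µM and bright autofluorescent wells are also inconclusive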
NTR1 agonist: agonists of NTR1, primary screen, imaging, U2OS cells, beta-arrestin-GFP, high content (AID 493036); P30989; NTR1-U2OS beta-arrestin-GFP spot imaging, agonist mode; activation, % at 20 µM; 0.17% of 330,000 active;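 active = activation at or above 40% of the spot to cytoplasm intensity ratio, with at least 20 cells analyzed; inconclusive = wells under 20 cells, flagged as cytotoxic or low count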;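 note: 0% = DMSO without peptide and 100% = 100 nM NTR1 peptide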
Target sequence (P30989 whole entry, looked up): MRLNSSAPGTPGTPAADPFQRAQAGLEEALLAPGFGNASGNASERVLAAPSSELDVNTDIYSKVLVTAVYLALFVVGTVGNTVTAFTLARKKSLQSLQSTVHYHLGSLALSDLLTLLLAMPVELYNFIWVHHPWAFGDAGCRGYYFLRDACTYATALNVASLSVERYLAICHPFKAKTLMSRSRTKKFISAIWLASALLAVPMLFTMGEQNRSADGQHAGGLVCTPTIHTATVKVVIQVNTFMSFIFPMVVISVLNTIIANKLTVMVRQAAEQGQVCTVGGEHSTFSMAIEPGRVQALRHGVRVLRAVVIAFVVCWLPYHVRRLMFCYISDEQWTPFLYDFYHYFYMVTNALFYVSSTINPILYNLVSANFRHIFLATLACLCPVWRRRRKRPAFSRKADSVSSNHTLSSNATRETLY
NOD1 NF-kB reporter: inhibition of NOD1-driven NF-kB reporter – cell-based, luminescence, uHTS, primary screen (AID 1578) | 1% of 290,000 active | inhibition, % at 4 µM; hits with a dose series show EC50 in µM | NOD1-driven NF-kB luciferase reporter cells, luminescence; higher % means a stronger effect; in the data active = inhibition mostly above about 36%, no sharp cut-off; inactive = mostly below about 34%;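 note: HEK-293T reporter cells stimulated with the NOD1 agonist gamma-tri-DAP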
KOR beta-arrestin-1: kappa opioid receptor blockers – cell-based, luminescence, uHTS (AID 1778). KOR beta-arrestin recruitment, luminescence, antagonist mode; higher % means a stronger effect. one-dose inhibition, % at 10 µM; IC50 in µM for titrated hits. 0.091% of 290,000 active; note: strong numbers were not always called active
KOR beta-arrestin-2: KOR agonists, beta-arrestin recruitment, primary screen, cell-based, luminescence, uHTS (AID 1777). KOR beta-arrestin recruitment, luminescence; higher % means a stronger effect. one-dose activation, % at 10 µM; EC50 in µM for titrated hits. 0.02% of 280,000 active; in the data active = activation above about 50%, passing the limit was not always enough; note: a part of the inactive calls stands beside numbers as strong as those of hits
GPR55 activation: selective activators of receptor GPR55 – imaging, U2OS cells, beta-arrestin-GFP redistribution, primary screen (AID 1961). U2OS GPR55 beta-arrestin-GFP redistribution imaging; higher % means a stronger effect. activation, % at 10 µM; hits with a dose series show EC50 in µM. 0.048% of 290,000 active;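 active = activation above 40% with more than 50 cells counted in the well; inconclusive = wells holding fewer than 50 cells, flagged as toxic or sparse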;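 note: U2OS osteosarcoma cells stably expressing GPR55 and beta-arrestin-GFP; plate controls were DMSO negative control for no effect and LPI positive control for full effect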
Myeloid diff MLP: compounds promoting myeloid differentiation. 1% of 360,000 active. ER-HoxA9 myeloid progenitors, lysozyme-GFP differentiation, flow cytometry. calls only at 10 µM;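 active = normalized GFP-positive differentiation at or above the plate's own cutoff, the solvent-only control mean plus 3 SD; inconclusive = no clear call, values can overlap the other calls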;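 note: cells exposed to compound for four days before flow analysis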
HEK293 NOD2/NF-kB: inhibition of NOD2-driven NF-kB reporter – cell-based, luminescence, uHTS, HEK293 (AID 1566); 0.63% of 290,000 active; one-dose inhibition, % at 4 µM; EC50 in µM for titrated hits; HEK293 NOD2/NF-kB luciferase reporter, luminescence; higher % means a stronger effect; note: many of its hits are not listed in these tables
T cell HTS: modulates CD8 T cell binding to vesicles. 0.068% of 330,000 active. AID 2052. 2C CD8+ T cell-vesicle binding, flow cytometry; stronger effect = lower value. calls only at 7 µM;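 active = response, share of CD8 T cells binding vesicles, and their 90th percentile fluorescence all below set limits, cut at about 80% in these data, passing the limit was not always enough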
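Incubation: binding step 1.5 h, 37 °C, antibody labelling 20 min, ice; system: murine 2C transgenic CD8+ T lymphocytes; technique: cytometric PE anti-B7-1 and Alexa647 anti-CD8 signals after 1% paraformaldehyde fixation; also added: QL9-charged Drosophila Ld/ICAM-1/B7-1 vesicles; control set: naked versus QL9-loaded vesicles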
T cell HTS vesicle-bound %: further read-out of T cell HTS, marked with its call; double positive events, %; measured here: CD8+ vesicle-bound cell fraction;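 binding gate set so that unloaded-vesicle control wells show 10% double positive cells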
NTR1 agonist cell count 20 µM: further read-out of NTR1 agonist, marked with its call; cell count; measured here: cell count, cytotoxicity flag
Myeloid diff MLP GFP+ MAC1+ %: also measured in Myeloid diff MLP; calls as there; GFP+ MAC1+ double positive, %; measured here: differentiation confirmed by MAC1 staining
An asterisk follows results filed as active; i = inactive; ? = inconclusive; . = no result given; [ ] = another dose, or the depositor's remark. Cut-off read from the data, not from the text of the source, unless noted: active = inhibition above about 50%; inactive = the rest. These rows are one share of the data; rates above refer to the full screens.

Order of values: T cell HTS vesicle-bound % | Myeloid diff MLP | KOR beta-arrestin-2 | NTR1 agonist cell count 20 µM | HEK293 NOD2/NF-kB | NTR1 agonist | KOR beta-arrestin-1 | NOD1 NF-kB reporter | GPR55 antagonists | GPR55 activation | Myeloid diff MLP GFP+ MAC1+ % | T cell HTS
1. COc1ccc(/C(N)=N/OC(=O)Cc2ccccc2OC)cc1
 : 32 | i | 4.5% | 81 | -35% | -0.4 | -31% | -4% | -10% | 0.5% | 0.5 | i
2. O=C(NCC1CCN(C(=O)c2ccc([N+](=O)[O-])cc2)CC1)C(=O)Nc1ccccc1
 : 32 | i | -0.3% | 44 | -30% | -0.4 | -6% | -15% | 16% | 0.1% | 0.1 | i
3. CCOC(=O)c1c(C)[nH]c(C(=O)NCCc2ccc(OC)c(OC)c2)c1C
 : 32 | i | -5.7% | 50 | 16% | -0.7 | -16% | 5% | -2% | -0.2% | 0.3 | i
4. C=CCNC(=O)c1ccc(-c2nc(-c3ccc(Cl)c(Cl)c3)cs2)cc1
 : 30 | i | 1.9% | 82 | 7% | 1.0 | -14% | -3% | 1% | 0.5% | 0.7 | i
5. Cc1ccc(N2C(=O)CC(Sc3ncccc3C(=O)O)C2=O)cc1 (configuration not stated)
 : 36 | i | 1.5% | 40 | 7% | 1.0 | 13% | -23% | 2% | -0.2% | 0.0 | i
6. CN1C(=O)c2ccccc2N(C)C1c1cccc(O)c1 (configuration not stated)
 : 57 | i | -3.6% | 62 | 5% | -0.2 | -2%[20 µM] | -23% | -2% | 0.5% | 0.4 | i
7. CN1CCN(C(=S)c2cn(CCOc3ccccc3)c3ccccc23)CC1
 : 50 | i | -4.2% | 52 | 5% | 2.0 | 12% | 2% | 3% | -0.3% | 0.1 | i
8. Cc1ccc(Oc2ccccc2)c(NC=O)c1
 : 31 | i | 5.3% | 63 | 3% | -0.8 | 2% | 8% | -14% | -0.2% | 6.9 | i
9. Cc1ccc(-c2ccc(C#N)c(=O)n2CC(=O)N(C)C)cc1
 : 48 | i | -1.7% | 53 | 2% | 1.4 | -6% | -2% | 7% | -0.1% | 0.4 | i
10. CC(C)(C)C(=O)Cn1c(=N)n(Cc2ccccc2Cl)c2ccccc21
 : 38 | i | 4.9% | 58 | 9% | 2.3 | -35% | -8% | 5% | -0.1% | 0.6 | i
11. O=C(CN1CCN(S(=O)(=O)/C=C/c2ccccc2)CC1)NCC(F)(F)F
 : 30 | i | -3.3% | 40 | -10% | -0.8 | -40% | -9% | 11% | 0.0% | 1.6 | i
12. CC1CCc2sc(NC(=O)c3ccc(N4C(=O)CCC4=O)cc3)c(C(N)=O)c2C1 (configuration not stated)
 : 77 | i | 1.9% | 65 | 24% | 0.4 | -10% | 0% | 13% | -0.2% | 1.9 | i
13. CCOC(=O)C1=C(C)N(c2ccc(C)cc2)C(=O)/C1=C\c1ccc(O)c(OC)c1
 : 44 | i | 3.2% | 46 | 8% | 14 | 21% | -6% | 1% | 1.5% | 0.4 | i
14. COc1cccc(OC)c1/C(O)=C(\C#N)c1nc2ccccc2[nH]1
 : 6 | i | -1.4% | 50 | 2% | 0.6 | -12% | . | 11% | 0.1% | 2.6 | i
15. CC(CCc1ccccc1)NC(=O)COc1cc(F)ccc1[N+](=O)[O-] (configuration not stated)
 : 34 | i | -3.9% | 41 | 11% | 12 | 3% | -5% | 6% | -0.6% | 0.3 | i
16. COc1ccc(OCC(=O)Nc2ccc(C)cc2)cc1
 : 11 | i | -2.6% | 105 | 3% | -0.3 | -9% | 8% | -10% | -0.2% | 0.7 | i
17. O=C(NCc1ccco1)C(Cc1ccccc1)NS(=O)(=O)c1cccc2nsnc12 (configuration not stated)
 : 4 | i | 6.4% | 90 | 14% | -0.6 | -10% | -26% | -3% | -0.1% | 0.6 | i
18. CCCc1ccc(OCc2ccc(C(=O)N3CCSCC3)o2)cc1
 : 24 | . | -0.8% | 38 | -28% | 1.8 | 18% | -4% | 4% | -0.1% | . | i
19. Cc1cc(Oc2ccc(=O)n(C)n2)nc(SCCOc2ccccc2)n1
 : 3 | i | . | 58 | 15% | 1.1 | -13% | -5% | -4% | 0.4% | 0.2 | i
20. COc1cc(OC)c(NC(=O)c2ccco2)cc1Cl
 : 38 | i | 3.9% | 63 | 22% | 0.5 | 18% | -18% | -5% | 0.0% | 8.9 | i
21. COCCCNC(=O)COc1ccc2oc3c(c2c1)CCCC3
 : 18 | i | -6.0% | 53 | 21% | -0.5 | -14% | -14% | -6% | -0.2% | 0.1 | i
22. Cc1ccc(SCC(=O)NNC(=O)c2ccc(S(C)(=O)=O)cc2)cc1
 : 25 | i | 0.3% | 62 | 17% | -2.1 | 8% | -13% | 5% | 1.1% | 0.5 | i
23. O=C(Nc1cccc(-n2cccn2)c1)C1CCCN(Cc2ccc(C#CCCO)cc2)C1 (configuration not stated)
 : 12 | i | 0.7% | 63 | -18% | 0.5 | 0% | -14% | 7% | -0.1% | 1.1 | i
24. O=C1CCC(C(=O)Nc2ccc(OC(F)F)cc2)N1 (configuration not stated)
 : 37 | i | -2.0% | 102 | 9% | -2.3 | -7% | 23% | 6% | -0.2% | 0.7 | i
25. NS(=O)(=O)c1ccc(N=Nc2ccc(O)c3ncccc23)cc1
 : 20 | ? | -1.8% | 62 | 2% | 0.0 | . | -6% | 7% | 0.6% | . | i
26. O=C(C#Cc1ccccc1)NCc1ccccc1F
 : 59 | i | 6.9% | 51 | 0% | -0.7 | -11% | -5% | -4% | -0.3% | 1.2 | i
27. O=C(NC1CCCCC1)C(c1ccc(F)cc1)N(CCN1CCOCC1)C(=O)c1ccc(-c2ccccc2)[nH]1 (configuration not stated)
 : 9 | i | . | 89 | -17% | -0.1 | -104%[20 µM] | -35% | 13% | -0.1% | 0.1 | i
28. CCN(CC)c1ccc(CNc2nc3ccccc3n2CCN2CCCCC2)cc1
 : 42 | i | . | 93 | 1% | 10 | . | -5% | 11% | -0.2% | 0.9 | i
29. CCOC(=O)c1cnc(N2CCN(C(=O)OCC)CC2)[nH]c1=O
 : 18 | i | -0.6% | 82 | 2% | 1.1 | 7% | -30% | 3% | 0.2% | 0.1 | i
30. COc1ccc(S(=O)(=O)N2CC(C)N(C(=O)N3CCOCC3)C2)cc1 (configuration not stated)
 : 24 | i | 3.1% | 39 | -1% | -0.6 | -9% | -22% | 10% | -0.4% | 0.8 | i
31. O=C(c1ccco1)N1N=C(c2cccs2)CC1c1ccc(F)cc1 (configuration not stated)
 : 17 | i | 4.0% | 74 | -3% | 2.5 | -14% | 13% | -1% | -0.1% | 1.1 | i
32. Cc1c(CC(=O)NCCCC(=O)O)c(=O)oc2cc3c(cc12)CCC(C)(C)O3
 : 46 | i | -0.3% | 111 | 11% | -1.0 | -27% | -4% | -2% | 0.0% | 0.4 | i
33. CCOc1ccccc1-c1noc(CCC(=O)NC2CCCCC2)n1
 : 18 | i | 2.2% | 57 | 2% | 0.3 | -22% | -4% | -2% | 0.0% | 0.6 | i
34. COc1cc(/C=N/O)cc(Br)c1OC
 : 47 | i | -4.6% | 54 | 14% | -1.3 | -8% | 7% | -6% | -0.2% | 0.6 | i
35. CC(C)C[C@H](NC(=O)NCc1ccccc1Cl)C(=O)O
 : 28 | i | 2.8% | 73 | 12% | 4.9 | 9% | 7% | 5% | -0.2% | 6.2 | i
36. O=c1c2ccc(Cl)cc2nc2n1CC/C2=C\c1cccc(O)c1
 : 27 | i | -1.9% | 58 | -3% | 7.9 | -2% | -30% | 0% | . | 1.0 | i
37. COC(=O)c1ccc(C2NC(=O)CCC2[N+](=O)[O-])cc1 (configuration not stated)
 : 57 | i | -2.4% | 50 | -12% | -0.7 | 6% | -39% | -5% | 0.3% | 0.7 | i
38. O=C1c2oc3ccccc3c(=O)c2C(c2cccc(O)c2)N1CCCN1CCOCC1 (configuration not stated)
 : 25 | i | 4.3% | 58 | 17% | -1.1 | 11% | -2% | 3% | -0.1% | 0.7 | i
39. CC1=C(C(=O)Nc2ccccc2F)C(c2cccs2)NC(=S)N1 (configuration not stated)
 : 52 | i | -6.1% | 47 | 9% | 1.1 | 7%[20 µM] | -11% | -4% | 0.2% | 0.0 | i
40. CC(=O)Nc1cccc(C(=O)N/N=C/c2ccc(F)cc2)c1
 : 46 | i | 6.4% | 91 | -67% | 0.5 | -6% | -23% | 5% | 0.2% | 0.2 | i
41. CCOC(=O)c1c(N2C(=O)C=CC2=O)sc(C)c1C
 : 33 | i | -5.3% | 49 | 6% | -0.6 | -49% | 6% | -9% | -0.2% | 11 | i
42. CC(=O)c1ccc(NC(=O)CSc2ccsc2[N+](=O)[O-])cc1
 : . | i | -2.4% | . | -13% | . | -12% | -54% | 14% | -0.1% | 0.5 | .
43. COc1ccc(-c2cc(C(=O)Nc3nc4ccccc4s3)c3ccccc3n2)cc1OC
 : 60 | i | -0.9% | 75 | 18% | 2.0 | -3% | 20% | 10% | -0.3% | 0.1 | i
44. CCc1cc2c(=O)n(C(C)C(=O)OC3CCCCC3)cnc2s1 (configuration not stated)
 : 2 | i | -1.5% | 76 | -44% | -0.8 | 17% | . | 2% | 0.3% | 2.2 | i
45. O=C(Nc1ccccc1)c1cccnc1Nc1ccccc1
 : 54 | i | 4.9% | 38 | 8% | 3.3 | 11% | -4% | 8% | 0.2% | 0.6 | i
46. Cc1ccc(NC(=O)CSc2nnc(CCCCCNC(=O)OC(C)(C)C)o2)c(C)c1
 : 57 | i | 3.5% | 69 | -14% | 2.9 | -28% | -17% | -5% | 1.6% | 3.1 | i
47. CCCCOc1ccc(NC(=O)CN2CCN(C(=O)OCC)CC2)cc1
 : 58 | i | 11% | 55 | 9% | -0.3 | -67% | -26% | -4% | 0.3% | 0.9 | i
48. CCOC(=O)c1ccccc1NC(=O)CSc1nc(N)cc(N)n1
 : 54 | i | -4.3% | 62 | 15% | -1.1 | 9% | -43% | -1% | -0.1% | 0.5 | i
